# Screening data deposited in PubChem BioAssay by National Center for Advancing Translational Sciences (NCATS).
# AmpC inh detg – AmpC beta-lactamase inhibition with detergent present. P00811. Potency, µM (series often up to 114 µM), for inactives: at the top dose activity change, negative = inhibition, actives largely listed as inhibitors. AID 485294. 370,000 tested, 0.041% active. AmpC hydrolysis of nitrocefin, absorbance 480 nm, 0.01% Triton;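 note: potency is the fitted concentration of half-maximal effect; 0% = no-compound wells and -100% = no-enzyme wells; nearly all actives have a fitted effect of over 25% in size; some results filed as inactive show a strong effect at the top dose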
# Target sequence (P00811 whole entry, looked up): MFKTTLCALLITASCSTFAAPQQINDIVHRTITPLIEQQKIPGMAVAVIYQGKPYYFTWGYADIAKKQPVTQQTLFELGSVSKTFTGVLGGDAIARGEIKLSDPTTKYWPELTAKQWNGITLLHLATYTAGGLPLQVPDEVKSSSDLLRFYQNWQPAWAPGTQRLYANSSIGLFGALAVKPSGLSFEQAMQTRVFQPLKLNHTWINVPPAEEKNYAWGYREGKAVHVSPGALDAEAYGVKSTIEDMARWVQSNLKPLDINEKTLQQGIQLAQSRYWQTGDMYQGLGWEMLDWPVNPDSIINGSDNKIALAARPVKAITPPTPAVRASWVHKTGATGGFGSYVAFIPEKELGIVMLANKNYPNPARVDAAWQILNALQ
#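 20 mM phosphate pH 7.0 + 0.01% (detergent screen) or 0.0001% Triton X-100; 5.3 nM AmpC reagent; cpd preinc 15 min RT; nitrocefin (800 uM stock) to start; A480 q20 s × 4 min; Activity was normalised to no-enzyme and no-compound control wells.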
# HCMV antiviral – human cytomegalovirus inhibition. 410,000 tested, 4.5% active. HFF cells, HCMV-luciferase reporter, 72 h; hits give low values. AID 1259415. activity change, negative = inhibition, % at 57.5 µM; in the data active = activity change below about -60%; inconclusive = no clear call, values can overlap the other calls; inactive = above about -39%
#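 Compounds were evaluated in HFFs infected with an HCMV luciferase reporter virus (MOI 1 PFU/cell). Luciferase in lysates collected 72 h post infection served as the replication measure.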
# HCV inhibitor – blocks hepatitis C virus | Huh7.5.1 HCVcc-Cre infection, luciferase reporter, 44 h | Potency, µM (top dose mostly 41.8 µM), inactives show at the highest dose activity change, negative = inhibition, most hits filed as inhibitors | 340,000 tested, 3.4% active | AID 651820; note: potency is the fitted concentration of half-maximal effect
#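 1,000 cells/well; 4 h culture; + compound; + HCVcc-Cre (~0.5 moi); 44 h; luciferase substrate, RT 15 min; read 15 sec.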
# AmpC no deterg – blocks E. coli AmpC beta-lactamase in detergent-free assay; P00811; AmpC nitrocefin hydrolysis, absorbance 480 nm, 0.0001% Triton; Potency, µM (doses to about 57.1 µM), inactives show top-dose activity change, negative = inhibition, most hits filed as inhibitors; 330,000 tested, 0.52% active;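 note: potency is the fitted concentration of half-maximal effect; plate controls were no compound for no effect and no enzyme for full effect; nearly all actives have a fitted effect of over 20% in size; some results filed as inactive show a strong effect at the top dose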
#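 AmpC (5.3 nM in the dispensed reagent) in 20 mM phosphate pH 7.0 with 0.01% (detergent screen) or 0.0001% Triton X-100 was preincubated with compounds for 15 min at room temperature. Nitrocefin was then added from an 800 uM solution, and hydrolysis was followed at 480 nm.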
# AMA1 RON2 block – disrupts binding of P. falciparum AMA1 to RON2; 360,000 tested, 0.2% active; Potency, µM (doses to about 58.2 µM), for the others: at the highest dose activity change, negative = inhibition, hits mostly inhibitors; AlphaScreen AMA1-biotinylated RON2 peptide binding;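 note: potency is the fitted concentration of half-maximal effect; 0% = vehicle wells and -100% = peptide control; nearly all actives have a fitted effect of over 45% in size; some results filed as inactive show a strong effect at the top dose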
#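 AMA1 (3D7) with his tag at 25 nM final met compounds first, then biotinylated RON2 peptide at 25 nM; detection used donor plus acceptor beads, 10 µg/mL apiece, read by AlphaScreen after 30 min at room temperature.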
# Tb PYK inh – blocks Trypanosoma brucei pyruvate kinase; TbPYK enzyme, Kinase-Glo Plus ATP luminescence, 45 min; Potency, µM (top dose mostly 76.8 µM), without a hit: at the top dose activity, negative = inhibition, usual class: inhibitors; 410,000 tested, 0.12% active; note: potency is the fitted concentration of half-maximal effect; nearly all actives have a fitted effect of over 50% in size
#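 Luminescence from Kinase-Glo Plus, added after a 45-minute room-temperature reaction, served as the end-point read-out. The enzyme and substrate were preincubated with compound before ADP (130 uM final) initiated turnover. Concentration-effect curves came from normalized qHTS data.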
# LmPK inh – inhibitors of Leishmania mexicana pyruvate kinase. Q27686. purified LmPK, Kinase-Glo ATP luminescence, 1 h. Potency, µM (titrated, usually from 57.5 µM), for the others: at the top dose activity change, negative = inhibition, usual class: inhibitors. 290,000 tested, 0.37% active; note: potency is the fitted concentration of half-maximal effect
# Target sequence (Q27686 whole entry, looked up): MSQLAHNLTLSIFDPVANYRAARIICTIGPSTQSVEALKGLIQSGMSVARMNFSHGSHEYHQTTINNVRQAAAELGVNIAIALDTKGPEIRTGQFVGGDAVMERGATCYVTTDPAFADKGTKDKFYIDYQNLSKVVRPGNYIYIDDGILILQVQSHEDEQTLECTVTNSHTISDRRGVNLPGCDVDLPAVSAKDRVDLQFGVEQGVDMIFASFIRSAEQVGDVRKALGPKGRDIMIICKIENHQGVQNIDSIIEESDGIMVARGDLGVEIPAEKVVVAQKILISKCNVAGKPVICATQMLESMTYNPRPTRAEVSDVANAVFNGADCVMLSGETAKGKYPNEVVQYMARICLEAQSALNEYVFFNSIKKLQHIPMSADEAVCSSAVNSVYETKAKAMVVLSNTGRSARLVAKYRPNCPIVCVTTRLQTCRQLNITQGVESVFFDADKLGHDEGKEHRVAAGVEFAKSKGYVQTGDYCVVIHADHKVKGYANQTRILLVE
#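 Purified LmPK (0.1 nM) with 0.5 mM PEP and 0.1 mM ADP in imidazole buffer pH 7.2 with MgCl2/KCl, 1 h at room temperature. ATP formed was read by luciferase luminescence and normalized to no-enzyme and uninhibited controls.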
# An asterisk follows results filed as active; u = inconclusive; x = not tested or not shown; & = joins results of further samples; [ ] = another dose, or the depositor's remark. Unless noted, calls come from the whole dose curve; as a rule, active = well fitted curve in the direction sought with a large enough effect; inconclusive = small, poorly fitted or top-dose-only effect, or another doubt; inactive = no such curve, though single readings can be large; an effect the other way counts as inactive or inconclusive. Unless noted, % is set by controls: 0 for no effect and ±100 for the full control effect.
(1) CCCCn1c(N)c(N(CC)C(=O)c2ccc3c(c2)S(=O)(=O)c2ccccc2C3=O)c(=O)[nH]c1=O
(2) Fc1ccc(-c2nc3c(Cl)cc(C(F)(F)F)cn3c2Cc2ccccc2)cc1
(3) COc1cccc(Cn2cc(N)cn2)c1
(4) CSc1ccc(CCNC(=O)c2ccc(CS(=O)(=O)c3ccc(Br)cc3)o2)cc1
(5) c1ccc(-c2ccccc2OCc2nnc3n2CCC3)cc1
(6) OCC1(Cc2ccccc2)CCCN(Cc2c[nH]c3ccccc23)C1 (stereo unspecified)
(7) O=C1c2ccccc2C(=O)N1CN(C(=O)COc1ccccc1)c1ccc(F)cc1
(8) COc1cc(C(=O)N2CCOC23CCN(Cc2ccccc2)CC3)cc(OC)c1OC

assay / compound	1	2	3	4	5	6	7	8
AmpC inh detg	-7.3%	x	0.1%	3.1%	6.8%	-5.8%	u	x
HCMV antiviral	4.2	-7.3	36.2	-28.7	22.0	-33.0	-1.4	38.2
HCV inhibitor	2.9%	x	-0.7%	x	-8.8%	-14.6%	29.4%	x
AmpC no deterg	-1.0%	x	-3.0%	x	25.8%	-5.6%	-26.5%	x
AMA1 RON2 block	-4.1%	-12.3%	-4.6%	x	0.0%	-16.7%	15.3%	-10.3%
Tb PYK inh	3.6%	3.0%	-6.4%	-0.4%	4.2%	-0.6%	-11.7%	0.5%
LmPK inh	-0.5%	x	8.3%	x	0.1%	3.5%	3.3%	x

(9) CCCCOC1CC(c2ccc(OCc3ccc(OC)cc3)c(OC)c2)N(C)O1 (stereo unspecified)
(10) COc1cc2ccccc2cc1C(=O)Nc1ccc(N2CCOCC2)cc1
(11) CC(C)CCSc1ncnc2c1oc1nc3c(cc12)COC(C)(C)C3
(12) COc1cccc(Nc2nc3cc(C)ccc3nc2NS(=O)(=O)c2ccc(Cl)cc2)c1
(13) COC(=O)c1ccc(-c2noc(CN(Cc3ccccn3)CC3CCCO3)n2)cc1 (stereo unspecified)
(14) Cc1noc(C)c1COC(=O)c1cc(C)n(-c2ccccc2)c1C
(15) CN(C(=O)c1cccc(NC(=O)Cc2ccc(NC(=O)C3CCCN(C(=O)C4CC4)C3)cc2)c1)C1CC1 (stereo unspecified)
(16) O=S(=O)(NCc1csc(-c2ccccc2)n1)c1cccc(F)c1

assay / compound	9	10	11	12	13	14	15	16
AmpC inh detg	-3.6%	u	-14.9%	-8.3%	-5.6%	-15.4%	x	16.7%
HCMV antiviral	-26.7	-14.9	47.7	-22.4	u	102.6	10.1	-18.1
HCV inhibitor	u	u	-0.4%	x	0.9%	10µM*	0.5%	x
AmpC no deterg	142.6%[activator]	-25.8%	-9.8%	x	142.9%[activator]	3.7%	x	x
AMA1 RON2 block	-12.8%	6.3%	0.0%	x	50.2%[activator]	-14.9%	10.1%	x
Tb PYK inh	-1.4%	6.2%	-3.3%	3.8%	6.2%	3.4%	-8.6%	-0.4%
LmPK inh	-1.6%	0.4%	-5.3%	x	3.7%	-1.0%	x	x

(17) O=c1c2ccccc2nc(SCC2CCCCO2)n1-c1ccccc1 (stereo unspecified)
(18) O=C(CCc1ccccc1)NNC(=O)c1ccccc1Cl
(19) CCc1ccc(OCC(=O)NC(NC(=S)Nc2ccccc2)C(Cl)(Cl)Cl)cc1 (stereo unspecified)
(20) CCCCC(CCc1ccccn1)C(=O)c1ccccc1 (stereo unspecified)
(21) C[C@@H]1Cc2[nH][nH]c(=O)c2[C@H](c2ccc(Cl)cc2)O1
(22) Cc1ccc(OC(C)C)c(CN(CCO)CCO)c1
(23) COc1cc(Cl)c(C)cc1Nc1nc2ccccc2n2cnnc12
(24) CC(=O)O[C@]1(C(C)=O)CC[C@H]2[C@@H]3C=CC4=CC(=O)C=C[C@]4(C)[C@H]3CC[C@@]21C

assay / compound	17	18	19	20	21	22	23	24
AmpC inh detg	-2.8%	u	u	x	x	-10.7%	-4.9%	-9.6%
HCMV antiviral	u	14.8	-26.7	-10.6	-2.7	10.4	36.4	-38.2
HCV inhibitor	3.0%	11.2%	u	13.8%	x	15.2%	x	-3.5%
AmpC no deterg	-7.1%	-21.7%	-31.6%	x	x	-8.4%	x	71.2%[activator]
AMA1 RON2 block	0.5%	83.6%[activator]	5.3%	-1.4%	46.3%[activator]	-2.8%	x	-7.6%
Tb PYK inh	-7.8%	3.2%	1.0%	3.4%	-9.5%	1.3%	0.1%	-0.7%
LmPK inh	3.7%	-4.0%	1.8%	x	x	11.0%	x	0.0%

(25) Cc1ccc(-n2ncc3c(NCC(C)C)ncnc32)c(C)c1
(26) Cc1cccc(NS(=O)(=O)c2ccc(NS(=O)(=O)c3cccs3)cc2)c1
(27) CCC(=O)N1CCC1(C)C(=O)NS(=O)(=O)c1cccc(C#N)c1 (stereo unspecified)
(28) O=C(C1CCCN(Cc2ccccc2)C1)N1CCc2ccccc2C1 (stereo unspecified)
(29) CCCCc1ccc(NC(=O)Cn2c(=O)c(N3CCCCC3)c(N)n(C)c2=O)cc1
(30) COc1ccc(/C=N/NC(=O)CC(=O)NCc2cccnc2)cc1
(31) COCCNc1nc(NCc2cccc(OC)c2OC)c2sccc2n1
(32) CC1(C)CC(=O)CC(C2(O)C(=O)N(Cc3ccccc3)c3ccccc32)O1 (stereo unspecified)

assay / compound	25	26	27	28	29	30	31	32
AmpC inh detg	-7.3%	-6.3%	x	-0.2%	x	-11.9%	x	-0.3%
HCMV antiviral	77.3	-6.4	33.3	-13.4	-37.9	-9.2	-31.4	-8.5
HCV inhibitor	x	-9.7%	x	4.6%	9.8%	7.6%	x	2.1%
AmpC no deterg	x	-40.2%	x	-3.7%	-13.2%	-8.6%	x	-10.2%
AMA1 RON2 block	x	-1.7%	-1.8%	u	-14.5%	84.4%[activator]	-1.2%	5.8%
Tb PYK inh	0.4%	1.1%	-1.6%	-9.4%	-17.7%	-1.2%	2.5%	-7.3%
LmPK inh	x	-0.3%	x	-1.2%	x	-4.5%	x	0.7%

# An excerpt of these results, with tabs:
nr	mol	AmpC inh detg	HCMV antiviral	HCV inhibitor	AmpC no deterg	AMA1 RON2 block	Tb PYK inh	LmPK inh
27	CCC(=O)N1CCC1(C)C(=O)NS(=O)(=O)c1cccc(C#N)c1 (stereo unspecified)	x	33.3	x	x	-1.8%	-1.6%	x
29	CCCCc1ccc(NC(=O)Cn2c(=O)c(N3CCCCC3)c(N)n(C)c2=O)cc1	x	-37.9	9.8%	-13.2%	-14.5%	-17.7%	x

# Continued:
(33) CCCCOc1ccc(C(=O)NCC(=O)N(C)CC(=O)Nc2ccc(N3CCOCC3)cc2)cc1
(34) COc1ccc(-n2c(/C=C\c3ccccc3F)nc3ccccc3c2=O)cc1OC
(35) O=C(NCC1CCN(S(=O)(=O)c2ccccc2)CC1)Nc1ccc(F)cc1F
(36) CCOC(=O)c1c(NC(=O)C2CCCN2S(=O)(=O)c2cccc3nsnc23)sc(C)c1C (stereo unspecified)
(37) COc1ccc(-c2c(C)n([O-])c(C)c(-c3ccccc3)[n+]2=O)cc1OC
(38) CCOC(=O)c1ccc(NC(=O)Cn2nc(C)c3ccccc3c2=O)cc1
(39) COc1ccccc1NS(=O)(=O)CC12CCC(CC1=O)C2(C)C (stereo unspecified)
(40) O=C(CN1CCN(Cc2ccc(Cl)cc2)C1=O)NCc1cccs1

assay / compound	33	34	35	36	37	38	39	40
AmpC inh detg	0.0%	0.8%	-7.2%	x	-10.9%	u	u	1.6%
HCMV antiviral	-32.5	-31.3	5.3	-36.0	27.2	21.1	-22.4	-27.5
HCV inhibitor	u	x	-18.7%	u	10.7%	-20.6%	23.0%	-3.8%
AmpC no deterg	146.8%[activator]	x	-32.7%	x	-14.7%	-8.6%	0.6%	-7.6%
AMA1 RON2 block	-0.3%	x	-7.7%	-17.2%	0.4%	-4.8%	4.7%	0.8%
Tb PYK inh	0.6%	3.4%	-6.6%	2.7%	-0.9%	-2.5%	-21.7%	-0.6%
LmPK inh	x	x	5.3%	x	4.0%	9.4%	8.7%	-0.2%

(41) COc1ccc(Cc2c(-c3cccc(Br)c3)nc3cc(C)c(Br)c(C)n23)c(C)c1
(42) CCOc1ccc(C2CC(=O)c3c([nH]c(C(=O)OC4CCCCCC4)c3C)C2)cc1 (stereo unspecified)
(43) Nc1c(C(=O)Nc2ccccc2Cl)c2ccccn2c1C(=O)c1ccccc1
(44) CCOC(=O)N1CCN(C(=S)Nc2cccc(C)c2)CC1
(45) CC(=O)Nc1csc2ccccc12
(46) Cc1cccc(C(=O)OCC(=O)c2csc(N3CCCCC3)n2)c1[N+](=O)[O-]
(47) O=C(NCc1ccc(Cl)cc1Cl)c1ccccn1
(48) Cc1ccc(S(=O)(=O)N(CC(O)CN(C)C)c2ccccc2)cc1 (stereo unspecified)

assay / compound	41	42	43	44	45	46	47	48
AmpC inh detg	x	-0.7%	19.0%	-0.3%	-2.2%	x	0.4%	-3.4%
HCMV antiviral	7.4	-5.0	15.2	-20.1	78.6	-37.3	-15.0	22.1
HCV inhibitor	x	x	x	-10.1%	7.9%	-6.7%	0.5%	0.7%
AmpC no deterg	x	x	x	-0.9%	-14.0%	-24.8%	-0.2%	-23.9%
AMA1 RON2 block	-5.6%	x	x	14.7%	15.7%	-17.0%	13.2%	22.5%
Tb PYK inh	-6.8%	-0.9%	-8.8%	4.7%	6.2%	-2.5%	0.4%	1.0%
LmPK inh	x	x	x	0.5%	0.5%	x	-0.6%	-9.7%

(49) Cc1ccc(NC(=O)CCCN2C(=O)NC(C)(C)C2=O)cc1
(50) Cc1ccc(NC(=O)CCc2c(C)nn(-c3ccc(N4CCOCC4)nn3)c2C)c(C)c1
(51) Cn1c(SCC(=O)c2ccc3c(c2)Cc2ccccc2-3)nnc1-c1cccc(N)c1
(52) Cc1csc(NC(=O)CCc2ccc(S(=O)(=O)N3CCOCC3)cc2)n1
(53) c1ccc2oc(-c3[nH]ncc3CN3CCC(N4CCSCC4)CC3)cc2c1

assay / compound	49	50	51	52	53
AmpC inh detg	-3.6%	-13.8%&12.6%	4.2%	-4.4%	4.2%
HCMV antiviral	6.1	31.7&9.7	u	-13.6	-6.0
HCV inhibitor	23.4%	12.9%	-17.4%	-4.9%	-23.7%
AmpC no deterg	-16.0%	-6.7%	115.3%[activator]	15.4%	44.2%
AMA1 RON2 block	19.8%	13.7%	2.0%	-5.2%	0.0%
Tb PYK inh	-12.2%	-4.1%&-15.2%	-17.9%	-1.4%	-8.4%
LmPK inh	x	9.1%	-2.6%	12.4%	9.5%
